Screening results from PubChem BioAssay.
ADAM17 inh: inhibits human ADAM17. recombinant ADAM17, EDANS/DABCYL FRET peptide cleavage. P78536. hit rate 0.83% among 370,000. inhibition, % at 6.95 µM;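 active means inhibition above the mean of compounds lying between control limits plus 3 SD, set per campaign, cut at about 8.5% in these data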;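 further: 0% = DMSO-only wells as the low control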
ASAP1 inh: inhibitors of human ASAP1 ArfGAP activity | Q9ULH1 | inhibition, % at 16.5 µM | ASAP1-stimulated ARF1 GTP hydrolysis, GDP FP detection | hit rate 0.19% among 360,000; in the data active means inhibition above about 25%;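 further: 0% = vehicle with enzyme and substrate and 100% = no enzyme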
Tn7 DDE FP: DD(E)-Tn7 binding inhibition, primary FP screen; P02675; hit rate 0.13% among 370,000; AID 720508; FP displacement of FITC-Tn7 peptide from fibrin DD(E); 0% = median of compound wells per plate; inhibition, % at 8.3 µM;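 active means inhibition above the mean of compounds falling within the control limits plus 3 SD of them, cut at about 14% in these data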;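 further: 0% = plate median of compound wells and 100% = 10 µM Aha-Tn7 peptide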
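Measure: % inhibition scaled between sample-field median and high-control FP; Test system: human fibrin DD(E); Quantity: 2 µM final DD(E) protein; Doses: one dose, 8.3 µM nominal; Schedule: compound with protein 10 min, then 3 h after probe, room temperature; Detection: fluorescence polarization; Medium: Tris buffer with calcium and detergent, pH 7.8.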
ADAM10 inh: inhibitors of human ADAM10 | O14672 | recombinant ADAM10, EDANS/DABCYL FRET peptide cleavage, 3 h | inhibition, % at 7 µM | hit rate 0.62% among 370,000 | AID 720582;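 active means inhibition above a per-campaign cutoff equal to the mean of compounds falling between control-based bounds plus 3 SD, cut at about 20% in these data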;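 further: 0% = DMSO wells while the 100% control is not disclosed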
TDP2 absorb: blocks human TDP2 phosphodiesterase activity; hit rate 0.34% among 370,000; inhibition, % at 12.8 µM; recombinant TDP2, T5PNP hydrolysis, p-nitrophenol absorbance 415 nm;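 active means inhibition above the mean of all tested compounds plus 3 SD, set per campaign, cut at about 25% in these data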;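 further: 0% = DMSO with enzyme and 100% = buffer with substrate but no TDP2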
Target sequence (O95551 whole entry, looked up): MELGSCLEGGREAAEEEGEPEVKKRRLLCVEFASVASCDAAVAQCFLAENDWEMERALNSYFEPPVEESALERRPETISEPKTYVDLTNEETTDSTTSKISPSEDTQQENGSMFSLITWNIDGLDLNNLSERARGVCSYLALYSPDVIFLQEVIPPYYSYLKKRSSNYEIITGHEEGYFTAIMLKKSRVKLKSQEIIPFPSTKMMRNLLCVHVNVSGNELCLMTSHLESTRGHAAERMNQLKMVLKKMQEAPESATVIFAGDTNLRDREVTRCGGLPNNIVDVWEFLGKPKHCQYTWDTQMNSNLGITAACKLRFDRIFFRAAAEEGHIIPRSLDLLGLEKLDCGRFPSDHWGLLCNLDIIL
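Incubation: 2 h at 37 °C; Test system: recombinant human TDP2; Quantity: enzyme 120 nM; Read-out basis: percent inhibition; Medium: 50 mM Tris-HCl pH 7.5 with Mg2+, KCl, DTT, BSA; Repeats: single replicate; Compound: 12.8 µM single point, 1% DMSO; Signal: epi absorbance; Reagent: 5 mM T5PNP chromogenic substrate; Benchmarks: no-enzyme high, DMSO-plus-enzyme low.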
SIAE inh: blocks human sialic acid acetylesterase | Q9HAT2 | SIAE FP-Rh probe binding, fluorescence polarization | inhibition, % at 9.66 µM | hit rate 0.69% among 370,000 | AID 1053197;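 active means inhibition above a cutoff: mean of compounds within the control limits plus 3 SD of those, cut at about 17% in these data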;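 further: 0% = plate median of compound wells and 100% = probe without SIAE protein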
Target sequence (Q9HAT2 whole entry, looked up): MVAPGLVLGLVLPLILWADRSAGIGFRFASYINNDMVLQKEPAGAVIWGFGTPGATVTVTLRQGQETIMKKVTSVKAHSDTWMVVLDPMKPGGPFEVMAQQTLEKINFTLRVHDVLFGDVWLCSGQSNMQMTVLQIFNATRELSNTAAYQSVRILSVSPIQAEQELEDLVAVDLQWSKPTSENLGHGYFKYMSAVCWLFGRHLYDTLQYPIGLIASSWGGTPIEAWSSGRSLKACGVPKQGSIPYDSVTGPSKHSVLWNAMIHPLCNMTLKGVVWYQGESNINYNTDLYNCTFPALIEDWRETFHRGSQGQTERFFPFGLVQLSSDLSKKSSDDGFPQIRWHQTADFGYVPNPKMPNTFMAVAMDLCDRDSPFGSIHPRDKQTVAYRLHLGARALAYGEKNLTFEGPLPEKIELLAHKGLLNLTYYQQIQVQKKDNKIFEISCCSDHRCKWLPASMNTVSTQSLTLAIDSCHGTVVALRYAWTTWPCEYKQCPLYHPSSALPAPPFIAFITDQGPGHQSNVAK
ARFGAP1 inhibitor: rat ARFGAP1 inhibition | Arfgap1-stimulated ARF1 GTP hydrolysis, GDP FP detection | inhibition, % at 16.5 µM | hit rate 0.26% among 360,000;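 active means inhibition above a per-plate limit, mean inhibition of low control wells plus 3 SD, cut at about 25% in these data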;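 further: 0% = DMSO wells with enzyme and 100% = wells lacking Arfgap1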
Target sequence (Q62848 1-136 limits assumed): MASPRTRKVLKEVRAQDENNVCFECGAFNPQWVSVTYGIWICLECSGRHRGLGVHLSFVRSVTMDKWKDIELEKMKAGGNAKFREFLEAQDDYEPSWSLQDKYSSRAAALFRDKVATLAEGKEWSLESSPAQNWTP
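material = rat Arfgap1 catalytic domain, aa 1-136 | also added = human ARF1(Δ1-17)-GTP substrate | compound dosing = one concentration, 16.5 µM, DMSO 1.26% | times = GTP hydrolysis reaction 2 h at 25 °C | measured by = FP, GDP Alexa 633 tracer displaced from anti-GDP antibody, 620/688 nm | evaluation = percent inhibition of Arfgap1-stimulated GTP hydrolysis | replication = single well per compound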
PLC-gamma1 inh: inhibitors of human phospholipase C gamma1 | AID 720700 | P19174 | purified PLC-gamma1, fluorogenic substrate, fluorescence | inhibition, % at 12.2 µM | hit rate 0.84% among 370,000; in the data active means inhibition above about 9.5%
DDE Tn6 FP inh: inhibitors of Tn6 peptide binding to human fibrin DD(E); Fibrin DD(E) TRITC-Tn6 fluorescence polarization displacement; hit rate 0.21% among 370,000; AID 720509; inhibition, % at 8.3 µM;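 active means inhibition above a per-campaign cutoff: mean of compounds within control limits plus 3 SD, cut at about 15% in these data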;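 further: 0% = median of all compound wells on the plate and 100% = blocking peptide control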
PLCb3 inh: PLC-beta3 (human) inhibition, primary screen | Q01970 | Purified PLC-beta3, fluorogenic substrate, fluorescence | inhibition, % at 12.2 µM | hit rate 0.18% among 370,000; in the data active means inhibition above about 11%;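 further: 0% = median of compound wells on plate and 100% = full blocker control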
* hit, by the source's call; · = not tested or not shown.

cpd	Molecule	ASAP1 inh	ARFGAP1 inhibitor	PLC-gamma1 inh	Tn7 DDE FP	PLCb3 inh	ADAM17 inh	TDP2 absorb	ADAM10 inh	SIAE inh	DDE Tn6 FP inh
1	CCn1c(CNC(=O)c2ccc(OC)c(OC)c2)nnc1SCC(=O)c1ccc(OC)cc1	-10.2	15.8	-0.8	-6.8	-2.0	-5.2	0.0	-2.3	8.4	6.1
2	COc1cc2c(cc1OC)C(c1ccccc1)N(C(=O)c1ccccc1F)CC2 (configuration not stated)	-3.3	0.5	7.9	3.1	2.2	-0.9	-15.7	21.4*	-0.8	-2.9
3	COc1ccccc1CCNC(=O)c1ccccc1SCC(=O)N1CCCC1	-17.0	-0.3	-1.0	3.2	-5.8	-0.5	-6.5	3.5	-0.9	-4.8
4	C/C(=N\NC(=O)c1ccc(N/N=C(\C)c2ccncc2)cc1)c1ccncc1	4.1	5.6	-0.9	-4.3	-6.0	1.8	2.4	7.5	-0.8	-4.0
5	CC1CN(C2=NC(=O)/C(=C/c3ccncc3)S2)CC(C)O1 (configuration not stated)	-2.3	4.3	0.1	-1.9	-6.4	-1.4	11.8	-10.1	-5.0	1.8
6	CCC1CCCCN1C(=O)CCS(=O)(=O)c1ccccc1 (configuration not stated)	-0.9	7.5	-1.4	-1.1	-4.3	-3.8	5.7	-1.3	-2.4	0.9
7	Cc1nc(CNS(=O)(=O)c2cccnc2)cs1	-0.2	5.2	-2.1	-2.4	-1.3	-1.6	-4.6	9.4	-3.8	-3.0
8	CCOC(=O)C1CCN(S(=O)(=O)c2c(C)n(C)c(=O)n(C)c2=O)CC1	11.2	-7.9	-1.4	-1.9	1.3	3.3	10.7	-7.9	4.1	5.3
9	C/C(=N\NC(=O)c1nnn(-c2nonc2N)c1-c1ccc2c(c1)OCO2)c1cccs1	1.5	6.9	-1.4	-4.7	-11.5	-3.1	-7.5	-3.3	4.5	-4.5
10	Cc1cc(NC(=O)c2ccoc2C)no1	-0.2	19.8	1.6	-4.8	-2.8	-11.1	10.6	2.7	-2.0	-15.6
11	COc1ccc(S(=O)(=O)NCC(c2cccnc2)N2CCN(c3ccc(F)cc3)CC2)cc1C (configuration not stated)	8.3	-6.0	1.7	-1.5	3.0	-0.3	1.0	0.7	6.1	-2.3
12	C=CCNC(=S)Nc1cc(C)ccn1	2.1	8.8	1.1	-5.2	2.6	1.8	3.4	5.2	-1.3	2.7
13	COc1ccc(-c2nc(-c3cccs3)no2)cc1	1.7	-11.5	7.6	1.0	-5.2	4.2	-24.9	3.9	-3.5	0.0
14	O=C(COC(=O)C1(c2ccc(F)cc2)CCCC1)N1CCNC1=O	-4.6	-3.0	0.3	-0.8	-5.5	-6.8	11.5	-5.0	2.1	5.6
15	Cc1nc(C(F)(F)F)ccc1C(=O)N1CCC1(C)C(=O)NCc1ccc(Cl)cc1 (configuration not stated)	-4.7	-5.5	1.2	2.0	0.3	-3.6	3.8	-5.3	2.5	6.2
16	CC1CCN(C(=O)Cn2cc3c(n2)CCCC3)CC1	15.9	0.6	7.3	8.1	-4.4	-2.5	-5.2	-22.5	-8.9	-4.2
17	COc1ccc(-c2[nH]ncc2-c2nc(C)cs2)c(O)c1	-10.2	-2.1	0.9	2.5	-0.9	-0.9	8.4	-3.1	1.0	-2.0
18	O=C(CCNC(=O)c1ccco1)Nc1cccc(C(F)(F)F)c1	-13.9	1.2	2.1	-2.3	0.5	0.1	7.5	10.4	0.6	-3.6
19	CN(C)c1ccc(C(=O)Nc2ccc(O)c3c(=O)cc(-c4ccccc4Cl)oc23)cc1	-12.0	-10.8	-8.8	1.7	-6.2	-4.1	5.4	-16.3	6.1	-3.4
20	O=C(CC(CC(=O)c1ccc(Br)cc1)c1cccnc1)c1ccc(Br)cc1	-2.9	11.0	0.9	1.6	-3.6	-1.5	-11.4	-7.0	-7.7	6.5
21	CCOc1cc(C2C(C#N)=C(N)Oc3n[nH]c(CC)c32)ccc1OCCN1CCOCC1 (configuration not stated)	-3.1	10.2	-3.0	1.8	-3.1	-4.8	-8.3	-5.9	7.1	0.5
22	N#CC(Cc1ccccc1)(Cc1ccccc1)C(=O)NN	0.9	-10.0	1.0	2.6	1.2	-2.8	4.8	-8.1	-9.2	11.6
23	O=c1[nH]nc(Cc2ccc(-c3ccc(Cl)cc3)o2)c2ccccc12	-11.8	-9.0	-3.0	2.6	-9.3	-6.7	5.1	-7.2	2.0	-3.0
24	COc1ccc(/C=C/C(=O)Nn2cnnc2)cc1	7.1	4.9	-0.4	-1.7	-1.1	-1.3	3.9	-5.8	1.7	1.4
25	O=C(N[C@H]1C/C=C\C(c2cccc(F)c2)N(Cc2ccccc2)C(=O)C1)OCC1c2ccccc2-c2ccccc21 (some centres not stated)	7.3	-11.8	1.6	-3.2	1.1	0.8	-2.1	-7.8	0.5	3.5

Grouped by structure, those above with an aryl thioether with sulfur outside any ring (two)
cpd	Molecule	ASAP1 inh	ARFGAP1 inhibitor	PLC-gamma1 inh	Tn7 DDE FP	PLCb3 inh	ADAM17 inh	TDP2 absorb	ADAM10 inh	SIAE inh	DDE Tn6 FP inh
1	CCn1c(CNC(=O)c2ccc(OC)c(OC)c2)nnc1SCC(=O)c1ccc(OC)cc1	-10.2	15.8	-0.8	-6.8	-2.0	-5.2	0.0	-2.3	8.4	6.1
3	COc1ccccc1CCNC(=O)c1ccccc1SCC(=O)N1CCCC1	-17.0	-0.3	-1.0	3.2	-5.8	-0.5	-6.5	3.5	-0.9	-4.8

Remaining list, next part.
cpd	Molecule	ASAP1 inh	ARFGAP1 inhibitor	PLC-gamma1 inh	Tn7 DDE FP	PLCb3 inh	ADAM17 inh	TDP2 absorb	ADAM10 inh	SIAE inh	DDE Tn6 FP inh
26	OCC1=C[C@@H](O)[C@@H]2C=CO[C@@H](O[C@@H]3O[C@H](CO)[C@@H](O)[C@H](O)[C@H]3O)[C@H]12	6.3	2.0	0.1	4.8	0.8	-2.1	12.1	-0.6	1.6	4.4
27	CCCCCCSc1cc(-c2nc3ccc(Cl)cn3c2NC2CCCCC2)ccc1OC	-0.3	3.6	-8.5	-3.4	-20.7	-8.8	2.9	-16.9	0.6	-2.1
28	COc1ccccc1C(C)NC(=O)C1CCN(S(=O)(=O)c2cccs2)CC1 (configuration not stated)	7.9	9.9	3.2	1.8	-8.6	-3.5	-10.1	-6.9	-3.2	-6.4
29	Cc1ccc(C(=O)NCCN2C(=O)C3C4C=CC(C4)C3C2=O)cc1 (configuration not stated)	·	·	-0.1	-6.7	0.2	-0.6	1.0	1.5	-0.2	-2.9
30	CC(C)CNC(=O)COC(=O)c1ccc(Cl)c(S(=O)(=O)N2CCc3ccccc32)c1	-0.8	-5.5	0.5	2.5	0.3	-0.9	-3.1	7.2	9.6	1.7
31	Cc1ccc(S(=O)(=O)N2[C@@H](Cc3ccccc3)CO[C@H]2CC(=O)OCc2ccccc2)cc1	-2.1	-8.1	-2.3	-3.5	2.5	2.2	10.0	7.5	-4.8	-4.2
32	O=C(Nc1nc(-c2ccccc2)cs1)c1cccc(S(=O)(=O)N2CCN(Cc3ccccc3)CC2)c1	-3.0	18.6	-27.9	0.8	-40.5	3.5	5.0	-9.3	-64.4	-4.4
33	CCc1ccc(NC(=O)CSc2nc3c(c(=O)n(C)c(=O)n3C)n2C)cc1	3.1	6.2	-1.9	-2.3	2.9	-1.1	1.3	-13.9	5.8	0.9
34	Cc1ccc(OCCn2cc(/C=C(\C#N)C(=O)NCC3CCCO3)c3ccccc32)cc1 (configuration not stated)	-6.1	-6.6	-10.3	2.4	-10.7	5.7	0.0	9.8	-16.8	1.1
35	O=C(NCCN1CCOCC1)c1ccc2ccccc2c1	-5.7	6.6	2.6	5.0	1.0	0.0	-10.1	1.6	3.5	10.2
36	COc1ccc(S(=O)(=O)NCc2cccnc2)cc1Br	11.1	-0.2	-3.2	-7.7	-4.5	-6.4	12.8	-5.1	11.9	-5.0
37	C[C@@H]1CN([C@H](C)CO)C(=O)c2cc(Br)cnc2O[C@@H]1CN(C)C(=O)c1ccccc1	15.9	0.4	0.7	3.0	0.6	-3.1	3.9	-9.1	7.6	-2.4
38	CC(C)(C)OC(=O)N1CC=C2C(C#N)=C(N)C(C#N)(C#N)[C@H](c3cccnc3)[C@H]2C1	6.0	2.2	-84.4	-0.9	-101.5	-84.0	6.0	-241.5	2.3	-1.6
39	Cc1cc(C)c2cc(CN(Cc3ccco3)C(=S)NCC3CCCO3)c(=O)[nH]c2c1 (configuration not stated)	6.7	3.1	-1.1	4.8	-8.3	-1.6	-3.2	-19.2	-7.9	6.8
40	c1ccc(Cc2nnc3sc(-c4ccc5c(c4)OCCO5)nn23)cc1	9.8	-8.2	-8.9	-4.3	-15.9	-15.8	-7.3	-68.8	-3.2	1.9
41	COc1ccc(COc2ccsc2C(=O)Nc2ccc(Cl)cc2)cc1	8.6	1.6	2.5	4.6	-3.6	-4.3	-0.8	1.3	-18.4	-10.1
42	Cc1ccc(/C=N/NC(=O)C(O)c2ccccc2)o1 (configuration not stated)	5.3	-9.5	-0.2	-7.1	-8.8	-2.3	1.0	-11.0	-2.4	-1.6
43	CCCOc1ccc(CC(=O)N/N=C\c2ccc(F)cc2)cc1	-5.9	5.6	-2.6	-1.0	-10.4	-1.5	-2.8	-3.9	-4.0	3.2
44	O=[N+]([O-])c1cnccc1NC1CCCCC1	-1.9	6.1	-1.9	1.0	-7.7	-0.5	-14.1	-14.5	0.2	-5.3
45	CC1(c2ccc(OC(F)F)cc2)NC(=O)N(CC(=O)Nc2ccc(OC(F)F)cc2)C1=O (configuration not stated)	-3.0	3.6	-2.9	1.0	-6.4	3.4	5.3	7.7	-4.1	3.4
46	O=C(NN1C(=O)/C(=C/c2cccnc2)SC1=S)C(c1ccccc1)c1ccccc1	7.0	-6.4	-2.5	-0.5	-7.9	1.0	0.2	0.4	2.8	-1.6
47	Cc1cc2n(n1)C(c1sccc1C)Nc1c(C)cccc1-2 (configuration not stated)	4.2	1.0	-18.6	1.6	-26.4	-44.7	1.2	-128.8	-3.0	1.8
48	CC(=O)Nc1ccc(NC(=O)CSc2nc3c([nH]c4ccccc43)c(=O)n2-c2ccccc2F)cc1	4.0	11.5	-2.0	7.0	-7.0	5.3	5.0	12.7	-37.4	-10.8
49	O=C(Nc1ccc(Cc2ccncc2)cc1)c1ccco1	12.5	2.5	-0.1	-4.4	0.0	-2.8	4.2	0.4	1.8	4.1
50	O=C(CCC1CCCC1)N1CCN(S(=O)(=O)Cc2ccccc2)CC1	14.9	0.1	-1.9	-3.0	3.3	-2.2	-9.3	4.2	2.3	-4.4
51	COc1ccc([C@H]2CC(=O)C=C(c3ccc4[nH]ccc4c3)C2)cc1OC	1.8	8.7	-18.2	-1.8	-35.1	5.0	1.8	13.8	-3.4	-4.7
